Screening results: PubChem, The Scripps Research Institute Molecular Screening Center
GSTO1 counter = inhibitors of recombinant GSTO1, primary screen, counter-screen for RBBP9 inhibitor project, biochemical, fluorescence polarization | inhibition, % at 5.96 µM | actives 1.1% (n = 300,000) | activity-based probe fluorescence polarization | Glutathione S-transferase omega-1 (Homo sapiens), P78417;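 active means inhibition above the campaign mean inhibition plus 3 SD, cut at about 35% in these data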;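 further: 0% = GSTO1-1 with DMSO and 100% = wells lacking GSTO1-1 enzyme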
Target sequence (P78417 whole entry, looked up): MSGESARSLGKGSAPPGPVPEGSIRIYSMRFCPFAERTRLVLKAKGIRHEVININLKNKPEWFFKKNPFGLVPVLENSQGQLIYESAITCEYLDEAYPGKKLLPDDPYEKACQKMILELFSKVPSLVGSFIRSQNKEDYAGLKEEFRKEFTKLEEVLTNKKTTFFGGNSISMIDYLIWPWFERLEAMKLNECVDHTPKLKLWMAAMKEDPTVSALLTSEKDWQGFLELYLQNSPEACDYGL
PREPL inh = PREPL enzyme inhibitors, primary screen, biochemical, fluorescence polarization. recombinant PREPL, fluorescence polarization activity-based probe. actives 0.68% (n = 320,000). inhibition, % at 5.96 µM. Prolyl endopeptidase-like (Homo sapiens), Q4J6C6; in the data active means inhibition above about 43%;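 further: 0% = enzyme with DMSO and 100% = wells lacking enzyme; many of its hits are not listed in these tables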
Target sequence (Q4J6C6 whole entry, looked up): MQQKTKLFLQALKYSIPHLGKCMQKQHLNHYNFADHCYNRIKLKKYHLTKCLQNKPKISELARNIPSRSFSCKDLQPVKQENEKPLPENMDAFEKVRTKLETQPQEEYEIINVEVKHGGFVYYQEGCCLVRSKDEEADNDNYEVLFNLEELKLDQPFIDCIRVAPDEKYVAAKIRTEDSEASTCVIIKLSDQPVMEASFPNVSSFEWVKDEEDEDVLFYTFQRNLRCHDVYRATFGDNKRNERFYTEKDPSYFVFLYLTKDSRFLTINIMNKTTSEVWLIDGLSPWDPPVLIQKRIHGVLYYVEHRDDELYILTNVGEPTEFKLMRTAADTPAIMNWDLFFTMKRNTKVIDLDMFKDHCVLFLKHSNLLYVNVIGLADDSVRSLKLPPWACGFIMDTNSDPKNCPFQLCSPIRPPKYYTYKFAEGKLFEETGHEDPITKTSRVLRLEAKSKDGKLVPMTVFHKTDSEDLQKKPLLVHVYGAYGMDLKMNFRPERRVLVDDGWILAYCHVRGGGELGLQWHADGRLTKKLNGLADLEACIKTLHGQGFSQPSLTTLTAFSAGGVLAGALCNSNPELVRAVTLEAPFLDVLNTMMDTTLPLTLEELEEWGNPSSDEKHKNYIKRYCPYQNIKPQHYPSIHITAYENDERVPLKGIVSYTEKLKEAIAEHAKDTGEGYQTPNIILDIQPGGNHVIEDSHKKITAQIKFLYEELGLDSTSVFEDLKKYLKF
PAFAH1B2 FP inh = PAFAH1B2 enzyme inhibitors, primary screen, biochemical, fluorescence polarization, human. Platelet-activating factor acetylhydrolase IB subunit alpha2 (Homo sapiens), P68402. inhibition, % at 3.39 µM. actives 1.2% (n = 340,000). recombinant PAFAH1B2, FP-rhodamine activity probe;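 active means inhibition above the mean of all tested compounds plus 3 SD, cut at about 24% in these data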;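 further: 0% = enzyme with DMSO and 100% = wells lacking PAFAH1B2; many of its hits are not listed in these tables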
PAFAH2 inh = PAFAH2 enzyme inhibitors, primary screen, biochemical, fluorescence polarization, human | actives 0.99% (n = 340,000) | recombinant PAFAH2, FP-rhodamine activity probe | inhibition, % at 3.39 µM;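 active means inhibition above the mean over all tested compounds plus 3 SD, cut at about 30% in these data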;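 further: inhibitors block probe labeling of enzyme so polarization drops; 0% = enzyme with DMSO and 100% = wells lacking PAFAH2 protein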
PAD4 FP inh = human PAD4 inhibitors, primary screen, biochemical, fluorescence polarization, 1536-well format | recombinant PAD4, RCA probe fluorescence polarization | inhibition, % at 6.36 µM | actives 0.41% (n = 330,000);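 active means percent inhibition above a cutoff equal to the mean of all tested compounds plus 3 SD, cut at about 15% in these data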;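 further: 0% = PAD4 with RCA probe and DMSO and 100% = probe without PAD4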
LYPLA2 counter = LYPLA2 inhibitors, primary screen, counter-screen for PME1 inhibitor project, biochemical, fluorescence polarization, FP-Rh probe ABPP | Acyl-protein thioesterase 2 (Homo sapiens), O95372 | recombinant LYPLA2 | inhibition, % at 5.9 µM | actives 0.38% (n = 320,000) | AID 2177, 2009;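 active means inhibition above the screen-wide mean plus 3 SD, limit set per campaign, cut at about 26% in these data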;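 further: 0% = LYPLA2 with DMSO and 100% = wells lacking LYPLA2 enzyme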
LYPLA1 inh = LYPLA1 inhibitors, primary screen, counter-screen for PME1 inhibitor project, biochemical, fluorescence polarization, FP-Rh probe ABPP | recombinant LYPLA1 | inhibition, % at 5.9 µM | actives 0.16% (n = 320,000) | Acyl-protein thioesterase 1 (Homo sapiens), O75608;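 active means inhibition above the mean of all tested compounds plus 3 SD, set per campaign, cut at about 14% in these data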;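 further: inhibitors block serine hydrolase probe labeling of LYPLA1 so polarization falls; 0% = enzyme with DMSO and 100% = wells lacking LYPLA1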
pPAFAH FP inh = pPAFAH enzyme inhibitors, primary screen, biochemical, fluorescence polarization, human. actives 1.5% (n = 330,000). inhibition, % at 3.39 µM. recombinant pPAFAH, FP-rhodamine probe fluorescence polarization. Platelet-activating factor acetylhydrolase (Homo sapiens), Q13093;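 active means inhibition above the mean inhibition across the screen plus 3 SD, cut at about 25% in these data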;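 further: inhibitors block binding of the rhodamine activity-based probe so polarization drops; 0% = enzyme with DMSO and 100% = wells lacking pPAFAH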
PAFAH1B3 FP inh = PAFAH1B3 enzyme inhibitors, primary screen, biochemical, fluorescence polarization, human; Platelet-activating factor acetylhydrolase IB subunit alpha1 (Homo sapiens), Q15102; recombinant PAFAH1B3, FP-rhodamine probe; inhibition, % at 3.39 µM; actives 0.28% (n = 340,000);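 active means inhibition above the screen-wide average of all tested compounds plus 3 SD, cut at about 25% in these data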;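 further: 0% = enzyme with DMSO only and 100% = wells lacking PAFAH1B3 protein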
* hit, by the source's call; nt = not tested or not shown. Not all compounds are listed; the hit share may differ from the screen's.

SMILES | GSTO1 counter | PREPL inh | PAFAH1B2 FP inh | PAFAH2 inh | PAD4 FP inh | LYPLA2 counter | LYPLA1 inh | pPAFAH FP inh | PAFAH1B3 FP inh
Cc1sc2c(c1C)C(=O)/C(=C\Nc1ccncc1)S(=O)(=O)N2C | -9 | 0 | 1 | -3 | 1 | 2 | -2 | 1 | -2
CCOC(=O)C(Cc1ccccc1)(Cc1ccccc1)C(C)=O | 3 | 15 | 6 | -4 | 5 | 12 | -2 | 0 | 5
O=C(CSc1ccccc1C(=O)O)NCc1ccco1 | 4 | 6 | -3 | -5 | -4 | 2 | 2 | -10 | 4
Cc1cc(C)nc(N/N=C/c2c[nH]c3ccccc23)n1 | 13 | 15 | 0 | 1 | -4 | -3 | -1 | 1 | -1
CS(=O)(=O)Nc1ccc(C2=NN(S(=O)(=O)c3ccc(F)cc3)C(c3ccco3)C2)cc1 (stereo unspecified) | 9 | 2 | 8 | 3 | -4 | 0 | -1 | 0 | 9
COc1ccc(NC(=O)CSCC(=O)Nc2ccc(S(=O)(=O)N3CCOCC3)cc2)cc1 | nt | 2 | 6 | 1 | -4 | 11 | 1 | 5 | -4
COc1ccc(-c2nc(N)n(C(=O)c3ccccc3Cl)n2)cc1 | 1 | -3 | 0 | -1 | -1 | 1 | -1 | 5 | 1
Cc1ccc(CNC(=O)[C@@H](NC(=O)C2CCN(C(=O)[C@@H](N)CC(C)C)CC2)C(C)C)cc1 | 2 | 14 | -1 | -6 | 2 | 2 | 3 | -4 | 2
CC[C@H](C)[C@@H](C(=O)N1CCNCC1)n1cc([C@@H](N)CC(C)C)nn1 | 4 | 8 | -2 | 2 | -2 | -5 | 2 | 5 | 10
COc1ccc(COC(=O)c2cccc(S(=O)(=O)N3CCN(C(C)=O)CC3)c2)cc1 | 10 | 18 | -7 | 3 | 2 | 1 | 0 | 4 | 6
CCOc1ccc(CN2CCN(C(=O)c3cccc4ccccc34)CC2)cc1 | 1 | 17 | 3 | -3 | 2 | 4 | 2 | 7 | 7
CCc1c(O)nc(SCC(=O)Nc2ccccc2)n(C(C)CC)c1=O (stereo unspecified) | 21 | 13 | 3 | -5 | 5 | 8 | 1 | 2 | 9
CSCc1c(C(=O)Nc2ccc(N3CCOCC3)cc2)oc2ccccc12 | 1 | 3 | 6 | 8 | -6 | 3 | -2 | 4 | -2
Cc1nc(C)n(CC(O)COc2ccc3cc(Br)ccc3c2)n1 (stereo unspecified) | 2 | 14 | 0 | -1 | 0 | -5 | -7 | 5 | 4
COc1ccccc1OCCCn1c(C)c(C#N)c2ccccc21 | -1 | 2 | 5 | 8 | 0 | -6 | 3 | 3 | -4
CN(CC(=O)Nc1ccc(N2CCOCC2)cc1)C(=O)c1cc(S(=O)(=O)N(C)C)ccc1Cl | 2 | 1 | 3 | 5 | 1 | 3 | -1 | 4 | 1
COc1ccc(C(=O)N/N=C/c2ccc(SC)cc2)cc1 | -7 | 2 | -2 | -2 | -9 | -6 | -3 | -5 | 4
COC(=O)N/N=C/c1cc(C)n(-c2ccccc2)c1C | -6 | -5 | 6 | -2 | -2 | -1 | -2 | 2 | -4
COc1ccc(Br)c(/C=N/NC(=O)COc2ccc(-c3ccccc3)cc2)c1 | -6 | -2 | -6 | -21 | 1 | -34 | -10 | 0 | -19
COc1ccc(CN(C)CC(=O)Nc2ccccc2C(=O)NC2CC2)cc1F | nt | 13 | 4 | 7 | -3 | nt | nt | -3 | 1
Cc1ccc(C)n1-c1nc(=S)[nH][nH]1 | 4 | 5 | 0 | -1 | -5 | 2 | -2 | 8 | 1
COc1cc(O)c2c(=O)cc(-c3ccccc3)oc2c1 | 4 | -12 | 4 | -5 | 3 | -1 | -2 | 0 | 10
N#CCC(=O)Nc1ccc(C(=O)NCC(c2ccco2)N2CCCCC2)cc1 (stereo unspecified) | -3 | -5 | -4 | -6 | -6 | -20 | -19 | 3 | -4
CCS(=O)(=O)N1CCCC(C(=O)NCc2cccc(OC)c2)C1 (stereo unspecified) | -4 | -2 | 2 | 1 | -3 | 8 | 2 | 4 | 5
O=C(NCc1ccccc1)C(=O)NCC(c1ccco1)N1CCOCC1 (stereo unspecified) | 0 | -2 | 0 | -8 | 6 | 5 | -1 | 2 | 11

Part of the list above, limited to PAD4 FP inh and PREPL inh.
SMILES	PAD4 FP inh	PREPL inh
Cc1sc2c(c1C)C(=O)/C(=C\Nc1ccncc1)S(=O)(=O)N2C	1	0
CCOC(=O)C(Cc1ccccc1)(Cc1ccccc1)C(C)=O	5	15

(next part)
SMILES | GSTO1 counter | PREPL inh | PAFAH1B2 FP inh | PAFAH2 inh | PAD4 FP inh | LYPLA2 counter | LYPLA1 inh | pPAFAH FP inh | PAFAH1B3 FP inh
O=C(CC1C(=O)NCCN1CC1CCCCC1)NCc1ccc(Cl)cc1 (stereo unspecified) | 0 | 10 | 10 | 1 | -4 | 1 | 0 | 6 | 10
CCN1C(=NCC2CC2)N[C@@H](c2cccc(C(F)(F)F)c2)C(C(=O)OC)=C1C | 0 | 34 | -2 | -7 | -1 | -2 | 1 | 1 | -8
O=C(CNC(=O)c1ccco1)Nc1ccncc1 | -7 | 5 | 1 | 0 | 3 | 1 | 3 | 2 | 1
CCOc1ccccc1NC(=O)COC(=O)C1CC(=O)N(c2c(C)cccc2C)C1 (stereo unspecified) | 4 | 4 | 6 | -18 | 1 | -1 | 0 | 4 | 10
CCOC(=O)/C(C#N)=C1/C=CN(Cc2ccccc2)C=N1 | 3 | 4 | 6 | 4 | -1 | -6 | -4 | 2 | -4
COc1ccc(/C(O)=C2/C(=O)C(=O)N(c3nc(C)c(C)s3)C2c2ccco2)cc1 (stereo unspecified) | 0 | 5 | 1 | 14 | -1 | 3 | 5 | 6 | 2
O=C(CN1C(=O)c2ccccc2C1=O)Nc1ccccc1C(F)(F)F | 1 | -15 | -2 | -2 | -3 | 9 | 2 | 6 | 9
Clc1ccc(Nc2nc(-c3cccs3)cs2)nc1 | -7 | 24 | 4 | 5 | -5 | -5 | -1 | 17 | -4
O=C(C1Cc2ccccc2CN1C(=O)c1ccccc1)N1CCN(c2ccccc2)CC1 (stereo unspecified) | 10 | -11 | 3 | 1 | 2 | 3 | 2 | 11 | 2
CCOc1ccc(C(C)=O)cc1CN1C(=O)NC2(CCCCCC2)C1=O | -5 | -8 | -6 | 5 | -2 | -13 | 1 | -12 | 2
COCCCNC(=O)CN1C(=O)CSc2ccc(S(=O)(=O)N3CCOCC3)cc21 | 12 | 18 | 5 | 12 | 5 | 7 | -1 | 0 | 7
Cc1csc(NC(=O)CSc2sc3c(O)cc(=O)[nH]c3c2C#N)n1 | 9 | 9 | 16 | 37* | -26 | -24 | -11 | 33* | 22
Cc1csc(=NC(=O)c2ccccc2)n1C | 2 | 7 | 6 | 1 | 4 | 5 | 3 | 3 | -1
COc1ccc(C2NC(=O)CCC2[N+](=O)[O-])c(OC)c1OC (stereo unspecified) | 2 | 1 | 2 | -5 | -4 | 9 | -1 | 2 | 8
CCn1c(NC(=O)c2cccs2)c(-c2cccs2)c(=O)c2ccccc21 | -2 | 5 | 2 | -6 | -1 | -1 | 2 | 3 | 7
CCNC(=S)NNC(=O)CCn1c2ccccc2c2ccccc21 | 4 | 7 | -3 | 1 | 6 | 4 | 3 | 2 | 3
CCN1C(=O)[C@H]2[C@@H](c3ccc(-c4ccc(OC)cc4)cc3)N[C@@](CC(C)C)(C(=O)OC)[C@H]2C1=O | 0 | -2 | 1 | 10 | 3 | 0 | 0 | 0 | -4
Cc1ccc(NC(=O)CNC(=O)c2sc3ccccc3c2Cl)nc1 | 3 | 0 | 0 | 6 | 3 | 4 | -4 | -1 | 7
Cc1cccc(NC(=S)N(CCN(C)C)C(C)c2ccccn2)c1 (stereo unspecified) | 2 | 11 | -1 | -8 | -10 | 2 | -3 | 8 | 3
Cn1cc(CC(=O)NCCCN2CCCC2)c2ccccc21 | -5 | 10 | 0 | 2 | -2 | -2 | -3 | 1 | -1
CC(=O)Nc1ccc(NC(=O)C2CCCN2C(=O)NC2CCCCC2)cc1 (stereo unspecified) | -3 | 0 | 4 | 8 | 4 | 1 | 5 | 7 | 5
N#C/C(=C\c1ccccc1)C(=O)Nc1cc(S(=O)(=O)N2CCOCC2)ccc1N1CCCC1 | -3 | 5 | -3 | 3 | 1 | -4 | -1 | 6 | 8
CN(C)c1ccc(CNn2cnnc2)cc1 | 7 | 15 | 4 | 2 | -1 | 4 | 8 | 4 | 8
O=C(Nc1ccc(O)cc1)C1CCCN1S(=O)(=O)c1ccc(F)cc1 (stereo unspecified) | 2 | 1 | 5 | 5 | 0 | 0 | -2 | -5 | -1
COC(=O)C(Cc1ccc(O)cc1)NC(=O)CCNC(=O)c1ccco1 (stereo unspecified) | -1 | 0 | -1 | -12 | -2 | 4 | 5 | 2 | 8
CCC(C)Nc1nc2c(c(=O)n(C)c(=O)n2C)n1C (stereo unspecified) | 11 | -5 | 1 | -5 | -2 | 4 | 6 | 0 | 6

Fetched one by one from the list above (seven):
SMILES | GSTO1 counter | PREPL inh | PAFAH1B2 FP inh | PAFAH2 inh | PAD4 FP inh | LYPLA2 counter | LYPLA1 inh | pPAFAH FP inh | PAFAH1B3 FP inh
COCCCNC(=O)CN1C(=O)CSc2ccc(S(=O)(=O)N3CCOCC3)cc21 | 12 | 18 | 5 | 12 | 5 | 7 | -1 | 0 | 7
Cn1cc(CC(=O)NCCCN2CCCC2)c2ccccc21 | -5 | 10 | 0 | 2 | -2 | -2 | -3 | 1 | -1
Clc1ccc(Nc2nc(-c3cccs3)cs2)nc1 | -7 | 24 | 4 | 5 | -5 | -5 | -1 | 17 | -4
COc1ccc(/C(O)=C2/C(=O)C(=O)N(c3nc(C)c(C)s3)C2c2ccco2)cc1 (stereo unspecified) | 0 | 5 | 1 | 14 | -1 | 3 | 5 | 6 | 2
CN(C)c1ccc(CNn2cnnc2)cc1 | 7 | 15 | 4 | 2 | -1 | 4 | 8 | 4 | 8
O=C(C1Cc2ccccc2CN1C(=O)c1ccccc1)N1CCN(c2ccccc2)CC1 (stereo unspecified) | 10 | -11 | 3 | 1 | 2 | 3 | 2 | 11 | 2
CCn1c(NC(=O)c2cccs2)c(-c2cccs2)c(=O)c2ccccc21 | -2 | 5 | 2 | -6 | -1 | -1 | 2 | 3 | 7
